High-throughput results from PubChem.
DDE Tn6 FP inh: inhibitors of Tn6 peptide binding to human fibrin DD(E); P02675; Fibrin DD(E) TRITC-Tn6 fluorescence polarization displacement; inhibition, % at 8.3 µM; 370,000 compounds, 0.21% hits;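 active = inhibition above a per-campaign cutoff: mean of compounds within control limits plus 3 SD, cut at about 15% in these data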;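 also: 0% = median of all compound wells on the plate and 100% = blocking peptide control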
LEDGF integ inh: blocks HIV-1 LEDGF/p75-dependent DNA integration; 370,000 compounds, 0.64% hits; TR-FRET IN-LEDGF/p75 DNA integration, Eu/Cy5; inhibition, % at 3.7 µM;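 active = inhibition above the screen-wide mean plus 3 SD, cut at about 13% in these data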;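 also: signal is the Cy5 over europium emission ratio at 671 and 618 nm; 0% = plate median of compound wells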
ARFGAP1 inh: inhibitors of rat ARFGAP1; Q62848; inhibition, % at 16.5 µM; 360,000 compounds, 0.26% hits; AID 651572; Arfgap1-stimulated ARF1 GTP hydrolysis, GDP FP detection;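 active = inhibition above a per-plate limit, mean inhibition of low control wells plus 3 SD, cut at about 25% in these data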;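 also: 0% = DMSO wells with enzyme and 100% = wells lacking Arfgap1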
Target sequence (Q62848 1-136 limits assumed): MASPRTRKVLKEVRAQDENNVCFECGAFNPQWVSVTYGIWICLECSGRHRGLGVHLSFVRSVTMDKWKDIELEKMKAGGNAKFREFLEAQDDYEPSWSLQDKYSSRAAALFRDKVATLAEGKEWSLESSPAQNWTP
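System: truncated rat Arfgap1 GAP domain / Medium: HEPES-based buffer, pH 7.5 / Also added: N-terminally truncated human ARF1-GTP substrate / Incubation: enzyme reaction 120 min at 25 °C after 20 min preincubation / Measured by: FP of antibody-bound GDP Alexa 633 tracer, ex 620/em 688 nm / Replicates: singlicate, each compound tested once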
ADAM17 inh: inhibitors of human ADAM17. AID 720648. 370,000 compounds, 0.83% hits. recombinant ADAM17, EDANS/DABCYL FRET peptide cleavage. inhibition, % at 6.95 µM;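 active = inhibition above the mean of compounds lying between control limits plus 3 SD, set per campaign, cut at about 8.5% in these data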;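 also: 0% = DMSO-only wells as the low control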
PLC-gamma1 inh: blocks human PLC-gamma1 enzyme activity; purified PLC-gamma1, fluorogenic substrate, fluorescence; AID 720700; 370,000 compounds, 0.84% hits; inhibition, % at 12.2 µM; in the data active = inhibition above about 9.5%
proKLK7 act: activators of human kallikrein-7 zymogen. P49862. purified proKLK7, EDANS-DABCYL substrate fluorescence; 100% is mature enzyme control, 0% vehicle. activation, % at 7 µM. 370,000 compounds, 0.9% hits. AID 652039;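 active = activation above the mean of all tested compounds plus 3 SD, computed per campaign excluding outliers beyond control limits, cut at about 13% in these data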
Target sequence (P49862 whole entry, looked up): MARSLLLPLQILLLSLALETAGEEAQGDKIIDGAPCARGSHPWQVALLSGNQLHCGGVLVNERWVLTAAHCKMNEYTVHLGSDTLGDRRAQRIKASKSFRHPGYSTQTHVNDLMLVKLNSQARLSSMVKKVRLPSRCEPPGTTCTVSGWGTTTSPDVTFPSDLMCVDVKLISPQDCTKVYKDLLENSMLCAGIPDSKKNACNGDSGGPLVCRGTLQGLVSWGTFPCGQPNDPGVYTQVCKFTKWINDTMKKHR
ADAM10 inh: inhibits human ADAM10; O14672; recombinant ADAM10, EDANS/DABCYL FRET peptide cleavage, 3 h; inhibition, % at 7 µM; 370,000 compounds, 0.62% hits;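 active = inhibition above a per-campaign cutoff equal to the mean of compounds falling between control-based bounds plus 3 SD, cut at about 20% in these data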;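 also: 0% = DMSO wells while the 100% control is not disclosed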
Target sequence (O14672 214-748 limits assumed): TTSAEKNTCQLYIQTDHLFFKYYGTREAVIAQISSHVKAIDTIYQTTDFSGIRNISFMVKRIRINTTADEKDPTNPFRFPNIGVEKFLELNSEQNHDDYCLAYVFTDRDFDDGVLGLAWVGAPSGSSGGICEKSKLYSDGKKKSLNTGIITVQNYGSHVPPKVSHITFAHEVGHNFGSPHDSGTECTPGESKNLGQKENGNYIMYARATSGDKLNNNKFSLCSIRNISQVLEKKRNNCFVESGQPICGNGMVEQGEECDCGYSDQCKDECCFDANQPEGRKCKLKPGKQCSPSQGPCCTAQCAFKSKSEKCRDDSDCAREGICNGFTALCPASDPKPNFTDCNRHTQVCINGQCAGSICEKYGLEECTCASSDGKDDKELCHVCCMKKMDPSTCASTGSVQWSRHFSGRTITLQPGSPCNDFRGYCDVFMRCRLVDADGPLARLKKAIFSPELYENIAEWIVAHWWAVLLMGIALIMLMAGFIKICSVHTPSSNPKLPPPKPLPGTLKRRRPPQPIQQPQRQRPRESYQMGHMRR
ASAP1 inh: inhibitors of human ASAP1 ArfGAP activity. inhibition, % at 16.5 µM. ASAP1-stimulated ARF1 GTP hydrolysis, GDP FP detection. AID 624377. 360,000 compounds, 0.19% hits; in the data active = inhibition above about 25%;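 also: 0% = vehicle with enzyme and substrate and 100% = no enzyme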
TDP2 inh: blocks human TDP2 phosphodiesterase activity | recombinant TDP2, T5PNP hydrolysis, p-nitrophenol absorbance 415 nm | AID 720702 | 370,000 compounds, 0.34% hits | inhibition, % at 12.8 µM;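 active = inhibition above the mean of all tested compounds plus 3 SD, set per campaign, cut at about 25% in these data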;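 also: 0% = DMSO with enzyme and 100% = buffer with substrate but no TDP2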
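Assay system: recombinant human TDP2 / Reagent: T5PNP substrate at 5 mM, a TopII-DNA adduct mimic / Measured by: epi absorbance from released p-nitrophenol / Evaluation: % inhibition relative to enzyme-containing and enzyme-free wells / Control set: enzyme-free and DMSO wells / Replicates: each compound tested once, singlicate / Schedule: enzyme reaction with compound for 2 h at 37 °C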
Tn7 DDE FP: inhibitors of Tn7 peptide binding to human fibrin DD(E). P02675. FP displacement of FITC-Tn7 peptide from fibrin DD(E); 0% = median of compound wells per plate. inhibition, % at 8.3 µM. 370,000 compounds, 0.13% hits. AID 720508;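 active = inhibition above the mean of compounds falling within the control limits plus 3 SD of them, cut at about 14% in these data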;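 also: 0% = plate median of compound wells and 100% = 10 µM Aha-Tn7 peptide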
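Test system – human fibrin DD(E) · Times – 10 min preincubation, 3 h with tracer, room temperature · Detection – fluorescence polarization of the labelled Tn7 tracer · Measure – percent inhibition normalized to high-control wells · Benchmarks – high control wells with 10 µM unlabelled Aha-Tn7 peptide (full inhibition) · Repeats – singlicate testing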
* hit, by the source's call; . = not tested or not shown.

Values in the order – DDE Tn6 FP inh	LEDGF integ inh	ARFGAP1 inh	ADAM17 inh	PLC-gamma1 inh	proKLK7 act	ADAM10 inh	ASAP1 inh	TDP2 inh	Tn7 DDE FP
> Cc1cccc(NC(=O)Cn2cccc2)c1
 : 1	-5	-7	-2	1	-0.6	-7	0	-10	3
> Cc1ccccc1S(=O)(=O)Nc1ncnc2sccc12
 : -3	2	5	-1	-5	0.1	-18	1	1	-5
> Cc1noc(C)c1S(=O)(=O)N(C)C[C@H]1Oc2ccc(NS(=O)(=O)c3ccc(F)cc3)cc2C(=O)N([C@H](C)CO)C[C@@H]1C
 : -4	-3	8	0	0	0.0	-7	0	-4	-5
> O=C(NNC(=O)C1CCCN(S(=O)(=O)c2ccc3ccccc3c2)C1)C1CC1 (stereo unspecified)
 : 5	-3	-13	-1	4	0.1	-2	8	7	7
> O=C(c1[nH]ncc1-c1ccccc1)C1CO1 (stereo unspecified)
 : 0	2	-1	-6	-16	-2.0	-7	-7	-1	6
> CCOc1ccc(S(=O)(=O)N2CCN(c3ccccc3OC)CC2)c2cccnc12
 : 2	2	-3	-6	-2	0.1	-5	2	5	-4
> CC(=O)Nc1ccc(NS(=O)(=O)c2ccc3[nH]c(=O)[nH]c3c2)cc1
 : -3	1	12	0	1	0.1	6	-2	9	2
> CCS(=O)(=O)Nc1ccc(C2=NN(S(C)(=O)=O)C(c3cccs3)C2)cc1 (stereo unspecified)
 : 4	1	-17	-118	-15	-13	-360	-15	1	3
> CCOCCCn1c(=S)[nH]c2cc(C(=O)N3CCC(C(N)=O)(N4CCCCC4)CC3)ccc2c1=O
 : -3	-4	10	-7	4	0.9	-6	2	-12	-2
> O=C(NC1CCCC1)c1ccc(CS(=O)Cc2ccccc2Cl)o1 (stereo unspecified)
 : -6	3	9	6	0	-0.5	-3	1	-9	4
> CCOc1cc(/C=C2\N=C(SCC)SC2=O)cc([N+](=O)[O-])c1OC(C)=O
 : -14	2	-1	-4	2	-0.1	5	7	6	-2
> COc1ccccc1NC(=S)N(CCc1nc2cc(C)c(C)cc2[nH]1)Cc1cccnc1
 : -10	-3	5	-4	0	0.7	-2	0	-4	-7
> O=C1NC2(CCCCC2)C(=O)N1c1cccc(Cl)c1
 : 5	2	16	0	5	0.6	-1	-5	-4	-2
> O=C(c1cn(-c2ccccc2)nc1-c1ccccc1)n1nnc2ccccc21
 : 2	0	-3	1	8	-0.1	9	7	4	2
> CC1(C)Cc2ccccc2-c2nnc(SCC(=O)N3CCN(c4ccccc4)CC3)n21
 : 6	1	-11	1	6	0.2	6	21	-9	-6

In the list so far, 4 have an NH in an aromatic ring:
Values in the order – DDE Tn6 FP inh	LEDGF integ inh	ARFGAP1 inh	ADAM17 inh	PLC-gamma1 inh	proKLK7 act	ADAM10 inh	ASAP1 inh	TDP2 inh	Tn7 DDE FP
> O=C(c1[nH]ncc1-c1ccccc1)C1CO1 (stereo unspecified)
 : 0	2	-1	-6	-16	-2.0	-7	-7	-1	6
> CC(=O)Nc1ccc(NS(=O)(=O)c2ccc3[nH]c(=O)[nH]c3c2)cc1
 : -3	1	12	0	1	0.1	6	-2	9	2
> CCOCCCn1c(=S)[nH]c2cc(C(=O)N3CCC(C(N)=O)(N4CCCCC4)CC3)ccc2c1=O
 : -3	-4	10	-7	4	0.9	-6	2	-12	-2
> COc1ccccc1NC(=S)N(CCc1nc2cc(C)c(C)cc2[nH]1)Cc1cccnc1
 : -10	-3	5	-4	0	0.7	-2	0	-4	-7

Continued:
Values in the order – DDE Tn6 FP inh	LEDGF integ inh	ARFGAP1 inh	ADAM17 inh	PLC-gamma1 inh	proKLK7 act	ADAM10 inh	ASAP1 inh	TDP2 inh	Tn7 DDE FP
> CC(C)C[C@H]1CN([C@@H](Cc2ccc(O)cc2)CN2CCC[C@@H]2CN2C(=O)C(=O)NC[C@@H]2Cc2ccccc2)C(=O)C(=O)N1CC1CCCCCC1
 : -3	-2	7	-2	3	-0.1	-9	1	0	-10
> Cc1ccc(N2CCN(C(=O)c3cn(CC4CCCCC4)nn3)C(C)C2)cc1 (stereo unspecified)
 : -3	0	5	2	4	0.9	11	2	11	3
> COC(=O)c1ccc(C(=O)Nc2ccc(F)cc2)cc1
 : 3	-3	7	-4	-2	-0.3	-3	7	0	-1
> O=C(OCc1ccccc1)[C@H](Cc1ccccc1)NC(=O)[C@@H]1CC=C[C@@H]2CCN(C3CCCCC3)C(=O)[C@@H]21
 : -2	-1	.	5	0	.	14	.	-3	6
> Cc1ccc(SCCCn2cnc3ccccc3c2=O)cc1
 : -5	-1	7	2	3	0.6	-1	-5	-3	0
> CCC(C)C(NC(=O)C(CC(C)C)NC(=O)C(CO)NC(=O)C1CCC(=O)N1)C(=O)OC (stereo unspecified)
 : 4	-1	6	0	-3	-0.1	2	6	-4	-7
> O=C(NCCc1ccccn1)C1CCN(S(=O)(=O)c2ccc(Cl)cc2)CC1
 : -3	-4	8	-4	0	-0.9	-3	5	2	2
> Cc1n[nH]c(C)c1CCCOc1ccccc1
 : 3	-1	-1	0	4	-0.2	6	-5	11	-1
> Cc1ccc(CNC(=O)CN(CCc2ccccc2)S(C)(=O)=O)cc1
 : -1	1	6	0	1	0.8	3	6	8	5
> CC(=O)c1ccccc1C(=O)N1CCCC(C(=O)c2ccc(C(F)(F)F)cc2)C1 (stereo unspecified)
 : 0	-1	-1	0	-1	0.9	-3	-8	-3	5
> CCOC(=O)c1ccc(NC(=S)N2CCCC2c2ccc(OC)c(OC)c2)cc1 (stereo unspecified)
 : -1	0	-18	2	3	0.1	9	-6	12	-5
> O=C(c1cccs1)N(c1cccc(Cl)c1)C1C=CS(=O)(=O)C1 (stereo unspecified)
 : 4	-4	-11	-1	3	0.8	-2	0	6	4
> COc1ccc(CNc2ncc(-c3ccccc3)n2C)c(OC)c1OC
 : -9	5	-6	-5	3	0.0	5	7	-5	4
> O=C(CC12CC3CC(CC(C3)C1)C2)Nc1nncs1
 : 7	-1	7	0	0	-0.6	-7	7	2	6
> CCC(C(=O)NCc1ccco1)n1nc(-c2ccc(OC)cc2)ccc1=O (stereo unspecified)
 : 7	4	12	-6	-81	1.4	-38	3	-1	-2
> C/C=C1\COC(C(=O)NCc2ccccc2)(C(F)(F)F)C=C1C=C(C)C (stereo unspecified)
 : 3	0	4	-3	0	0.6	12	4	8	8
> CC1=CC(=O)C=CC1(C)C(Cl)Cl (stereo unspecified)
 : 0	1	-13	-1	0	-0.5	5	1	-4	2
> CCn1cc(CNC(=O)c2ccc(OC3CCN(Cc4ccccn4)CC3)cc2)cn1
 : 2	2	3	-5	-2	-0.1	-9	-13	13	-4
> CCc1ccc(CN2CCC(n3nccc3NC(=O)c3ccccc3OC)CC2)o1
 : -2	-4	-6	-2	-3	1.0	-7	-1	0	-1
> COc1cc2[nH]c(C(=O)N3CCc4ccccc43)cc2c(OC)c1OC
 : -1	-1	-1	-3	-17	-10	11	6	0	1
> Cc1oc(-c2cc(F)ccc2F)nc1CN1CCN(c2cnccn2)CC1
 : -2	6	-9	-7	-4	-0.3	-25	11	-3	-5
> CCCNC(=O)C1CC(=O)N(c2ccc(OCc3ccc(F)cc3)cc2)C1 (stereo unspecified)
 : -10	-1	3	-2	1	0.4	8	5	-1	1
> O=C(Nc1nc(=S)ss1)c1c(F)cccc1F
 : -8	6	-11	-2	4	-0.6	6	-3	7	-3
> CCOC(=O)C1=C(C)Nc2ccccc2N=C1NC(=O)Cc1ccc(Br)cc1
 : -2	6	-1	2	2	-0.4	6	-1	1	7
> Cc1ccc(C2=NN(CC(=O)NCCC(C)C)C(=O)CC2)cc1
 : -8	-4	-6	-2	0	0.1	3	-2	-5	7
> S=c1[nH]nc(-c2cccnc2)n1/N=C/c1cccs1
 : -4	0	6	-2	0	-0.1	-2	12	-1	6
> COc1cc(NC(=O)Cn2cnc3c(NCc4ccccc4)ncnc32)cc(OC)c1OC
 : -3	5	7	-4	7	0.0	-13	-6	-7	1
> S=C(c1ccccc1)N1CCCc2ccccc21
 : 8	0	4	-1	2	-0.1	-6	-1	1	-13
> Cc1csc(NC(=O)CSc2nnc(Cc3cccn3C)n2CCc2ccccc2)n1
 : 1	1	3	1	-6	1.9	-3	2	-1	7
> NC(CO)C12CC3CC(CC(C3)C1)C2 (stereo unspecified)
 : -1	0	-8	-4	-1	0.4	-4	-8	2	4
> CC1CCN(C(=O)COC(=O)C23CC4CC(CC(O)(C4)C2)C3)CC1
 : -9	4	4	-8	1	-0.2	1	-12	-6	-11
> CC(C)CNC(=O)Cn1c(=O)c2c(ncn2CC(C)C)n(Cc2ccccc2)c1=O
 : 0	0	-2	-1	1	0.6	2	10	7	-1
> CC(C)C(=O)N1N=C2CCCCC2C1(O)C(F)(F)F (stereo unspecified)
 : 8	2	-8	-3	3	-0.7	0	14	6	0
> O=C(CN1CCN(C(=O)c2cccc(-n3cnnn3)c2)CC1)Nc1ccccc1Cl
 : 1	0	-5	1	3	0.2	4	2	7	9
> N=C1c2ccccc2CN1NC(=O)CC12CC3CC(CC(C3)C1)C2
 : -6	4	-10	3	1	0.3	8	6	-4	8
> Brc1ccc(-c2csc(N/N=C/c3cccnc3)n2)cc1
 : -4	3	1	-3	-40	-5.6	-5	2	4	-1
